KOR beta-arrestin-1: KOR agonists, beta-arrestin recruitment, primary screen, cell-based, luminescence, uHTS (AID 1777); KOR beta-arrestin recruitment, luminescence; higher % means a stronger effect; 0.02% of 280,000 active; activation, % at 10 µM; hits with a dose series show EC50 in µM; Kappa-type opioid receptor (Homo sapiens); in the data active means activation above about 50%, passing the limit was not always enough; further: a part of the inactive calls stands beside numbers as strong as those of hits
GPR55 activation: GPR55 agonists via beta-arrestin recruitment, primary screen, imaging, U2OS cells, beta-arrestin-GFP redistribution (AID 1961); U2OS GPR55 beta-arrestin-GFP redistribution imaging; higher % means a stronger effect; activation, % at 10 µM; hits with a dose series show EC50 in µM; 0.048% of 290,000 active;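 active means activation above 40% with more than 50 cells counted in the well; inconclusive means wells holding fewer than 50 cells, flagged as toxic or sparse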;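 further: U2OS osteosarcoma cells stably expressing GPR55 and beta-arrestin-GFP; plate controls were DMSO negative control for no effect and LPI positive control for full effect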
Salmonella PhoP GFP: inhibitors of PhoP regulon expression, primary screen, Salmonella Typhimurium, GFP reporter (AID 1863); 0.16% of 300,000 active; inhibition, % at 50 µM; hits with a dose series show IC50 in µM; S. Typhimurium PhoP-regulated promoter GFP reporter, 4 h; higher % means a stronger effect;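 active means inhibition over 29.93%, a cutoff 3 SD above the screen mean, later confirmed by dose response; inconclusive means inhibition over 29.93% but no dose response follow-up; inactive means inhibition at most 29.93% or unconfirmed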;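 further: 0% = low Mg2+ inducing control and 100% = high Mg2+ repressing control; strong numbers were not always called active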
GPR55 LPI antagonism: GPR55 antagonists blocking LPI-driven arrestin recruitment, primary screen, imaging, U2OS, beta-arrestin-GFP, LPI agonist (AID 2013); G-protein coupled receptor 55 (Homo sapiens); U2OS GPR55 beta-arrestin-GFP translocation imaging, LPI antagonism; higher % means a stronger effect; inhibition, % at 10 µM, or IC50 in µM where a hit was titrated; 0.13% of 290,000 active;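 active means spots per cell inhibited over 60%, with over 100 cells counted and total cytoplasm intensity under 500,000; inconclusive means wells with under 100 cells, flagged as likely toxic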;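 further: U2OS cells stably carrying GPR55 and arrestin-GFP stimulated by 5 µM LPI near EC80; imaged beta-arrestin-GFP aggregate spots per cell after agonist stimulation; plate controls were LPI-stimulated DMSO wells for no effect and DMSO wells without LPI for full effect; some results filed as inactive read as strong as hits; confirmed hits need IC50 under 10 µM and bright autofluorescent wells are also inconclusive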
T cell modulator: modulators of CD8 T cell-vesicle binding, primary screen, mouse 2C CD8+ T cells, flow cytometry. 2C CD8+ T cell-vesicle binding; stronger effect = lower value. calls only at 7 µM. AID 2052, 2009. 0.068% of 330,000 active;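 active means response, share of CD8 T cells binding vesicles, and their 90th percentile fluorescence all below set limits, cut at about 80% in these data, passing the limit was not always enough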
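incubation = binding step 1.5 h, 37 °C, antibody labelling 20 min, ice | test system = 2C mouse CD8+ T cells | read-out basis = percent CD8+ FL2 mean versus row control | controls = Peptide-free naked vesicles (low) and QL9 vesicles with 0.7% DMSO vehicle (high) | detection = flow cytometry of vesicle-bound cells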
West Nile antiviral: West Nile virus antiviral activity, cell-based, CPE readout (AID 1621) | West Nile virus-infected cells, CPE inhibition; higher % means a stronger effect | CPE inhibition, % at 10 µM; hits with a dose series show IC50 in µM | 0.02% of 290,000 active; in the data active means a potency from the dose series; inconclusive means CPE inhibition mostly from about 3.7% at the one dose, without a potency; inactive means the rest, 99 in 100 with CPE inhibition below about 2.2%; further: strong numbers were not always called active
KOR beta-arrestin-2: KOR antagonists, beta-arrestin recruitment, cell-based, luminescence, uHTS (AID 1778). inhibition, % at 10 µM; hits with a dose series show IC50 in µM. 0.091% of 290,000 active. KOR beta-arrestin recruitment, luminescence, antagonist mode; higher % means a stronger effect. Kappa-type opioid receptor (Homo sapiens); in the data active means inhibition above about 50%; further: strong numbers were not always called active
GPR35 arrestin U2OS: GPR35 antagonists blocking zaprinast-driven arrestin recruitment, primary screen, imaging, U2OS, beta-arrestin-GFP, zaprinast agonist (AID 2058) | G-protein coupled receptor 35 (Homo sapiens) | U2OS GPR35 beta-arrestin-GFP translocation imaging, zaprinast antagonism; higher % means a stronger effect | inhibition, % at 10 µM, or IC50 in µM where a hit was titrated | 0.052% of 290,000 active;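 active means inhibition of at least 50% with at least 30 cells and total cytoplasm GFP at most 10,000,000; inconclusive means under 30 cells or total GFP of 10,000,000 plus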
NTR1 ag: agonists of NTR1, primary screen, imaging, U2OS cells, beta-arrestin-GFP, high content (AID 493036); Neurotensin receptor type 1 (Homo sapiens), P30989; NTR1-U2OS beta-arrestin-GFP spot imaging, agonist mode; activation, % at 20 µM; 0.17% of 330,000 active;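 active means activation at or above 40% of the spot to cytoplasm intensity ratio, with at least 20 cells analyzed; inconclusive means wells under 20 cells, flagged as cytotoxic or low count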;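 further: 0% = DMSO without peptide and 100% = 100 nM NTR1 peptide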
Target sequence (P30989 whole entry, looked up): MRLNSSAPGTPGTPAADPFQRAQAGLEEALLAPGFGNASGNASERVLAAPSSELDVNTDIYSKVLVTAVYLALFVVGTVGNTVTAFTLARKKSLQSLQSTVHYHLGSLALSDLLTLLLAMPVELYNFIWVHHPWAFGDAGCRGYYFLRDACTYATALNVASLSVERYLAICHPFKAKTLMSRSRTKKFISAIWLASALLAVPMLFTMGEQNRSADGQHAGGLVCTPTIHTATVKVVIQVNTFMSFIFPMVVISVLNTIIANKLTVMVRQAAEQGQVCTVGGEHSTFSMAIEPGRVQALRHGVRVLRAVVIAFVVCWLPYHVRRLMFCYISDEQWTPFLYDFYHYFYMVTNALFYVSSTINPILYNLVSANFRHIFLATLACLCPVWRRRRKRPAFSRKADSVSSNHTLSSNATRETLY
T cell modulator vesicle-bound %: further read-out of T cell modulator, marked with its call; double positive events, %; measured here: CD8+ vesicle-bound cell fraction;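 binding gate set so that unloaded-vesicle control wells show 10% double positive cells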
NTR1 ag cell count 20 µM: second read-out of NTR1 ag, no call of its own (marks repeat the call); cell count; measured here: cell count, cytotoxicity flag
Starred values were filed as active, the others as inactive; i = inactive; ? = inconclusive; nt = no result given; & = joins results of further samples; [ ] = remark or other dose.

SMILES	KOR beta-arrestin-1	GPR55 activation	Salmonella PhoP GFP	GPR55 LPI antagonism	T cell modulator	T cell modulator vesicle-bound %	West Nile antiviral	KOR beta-arrestin-2	GPR35 arrestin U2OS	NTR1 ag	NTR1 ag cell count 20 µM
COc1ccc(Cc2c(O)nc(SCC(=O)NC34CC5CC(CC(C5)C3)C4)[nH]c2=O)cc1	8.3%&-5.8%	-0.2%&-0.1%	-5.8%&-3.0%	1.9%&10.8%	i	34.7&45.9	-0.2%&-0.6%	0.6%&-34.7%	-2.5%&-13.3%	1.2&-1.2	56&81
CCOc1cc(-c2sc(Nc3ccccc3)n[n+]2-c2ccc(F)cc2)ccc1OC	6.1%	-0.2%	0.1%	14.6%	i	16.6	-0.9%	-12.9%[20 µM]	-0.9%	-0.6	93
O=C(NCCNc1ccc([N+](=O)[O-])cc1)c1ccccc1F	1.1%	-0.2%	-0.6%	7.7%	i	67.1	-0.4%	-2.0%	9.1%	0.6	73
CCN1CNC(=S)N(Cc2ccccc2)C1	1.4%	-0.2%	-12.2%	0.3%	i	43.0	0.2%	-43.2%	-8.3%	4.5	42
CC1=CSC2=NC(=O)/C(=C\c3cccn3-c3ccc([N+](=O)[O-])cc3)C(=N)N12	3.8%	1.0%	-4.7%	-23.1%	i	8.2	-1.3%	-12.3%	-8.4%	8.6	57
Cc1nnc(NC(=O)Oc2ccccc2)s1	-8.0%	-0.3%	6.6%	2.6%	i	37.2	0.0%	-30.3%	-10.2%	0.0	65
CC(=O)Nc1cccc(Cn2cccn2)c1	-3.0%	-0.1%	-5.8%	1.7%	nt	nt	0.0%	10.8%	11.6%	1.4	86
Cc1ccc(C)c(NC(=O)c2ccccc2NC(=O)C2CCCO2)c1 (stereo unspecified)	-2.0%	-0.1%	3.9%	-3.5%	i	55.6	-0.6%	-33.7%[20 µM]	2.5%	-1.0	79
COc1ccc(C(=O)Nc2cccc(C)c2)cc1S(=O)(=O)N1CCOCC1	-0.3%	-0.1%	11.9%	8.8%	i	14.4	-0.4%	-37.3%	2.3%	-0.5	41
CCOC(=O)C1=C(Cc2ccc(OC)cc2)C(=O)c2ccccc2C1=O	5.0%	-0.2%	-15.6%	-24.6%	nt	nt	nt	-298.5%	-5.9%	nt	nt
CC(/C=N/Nc1ccc2nncn2n1)=C\c1ccccc1	2.0%	-0.1%	-0.1%	9.8%	i	49.2	1.1%	2.0%	3.8%	6.1	62
NC(=O)CCn1nc(-c2ccccc2)c2ccccc2c1=O	-1.3%	-0.5%	9.5%	8.9%	i	16.9	0.0%	-24.4%	13.3%	-2.0	92
Cc1ccc(/C=C(\C#N)c2nn(-c3ccccc3)c(N)c2C#N)cc1	19.8%	0.2%	-14.0%	8.8%	i	46.0	0.2%	17.9%	-8.4%	0.1	62
Cc1nnc(SCC(=O)Nn2cnnc2)s1	-1.6%	-0.2%	1.5%	-4.3%	i	26.8	0.3%	11.5%	3.3%	-0.1	41
COc1ccc(S(=O)(=O)N2CCN(CC(=O)NC3CC3)CC2)cc1	-5.7%	0.0%	1.5%	1.4%	i	13.7	0.2%	5.3%	0.6%	1.0	71
Cc1nnc(SCc2ccccc2)nc1/C=C/NOCc1ccc(Cl)cc1Cl	-8.2%	-0.1%	-9.3%	2.7%	i	37.6	-0.2%	-17.8%	-1.6%	2.4	62
COC(=O)/C=C1\N/C(=N/c2nc(C)c3cc(OC)ccc3n2)NC1=O	5.9%	-0.1%	-2.0%	-1.6%	i	68.1	?	-75.7%[20 µM]	0.8%	-0.7	59
CCc1nnc(NC(=O)CSc2ccc(Cl)cc2)s1	-1.1%	0.9%	4.3%	-5.5%	i	56.0	-0.2%	-19.7%	9.8%	-0.2	69
Cc1ccc(OCc2cc(C(=O)N3CCCCCCC3)no2)cc1C	1.4%	-0.1%	-4.8%	9.1%	i	59.5	-0.9%	-13.5%	-4.3%	1.4	54
COc1ccc(-c2cc(=O)c3cc(OC)c(OC)cc3[nH]2)cc1	1.0%	0.6%	-22.3%	1.3%	i	21.7	0.1%	-26.1%	-3.1%	-5.5	87
COc1cc(O)c(C(CC(=O)N2CCCC(C)C2)c2ccc3c(c2)OCO3)c(OC)c1 (stereo unspecified)	-1.9%	0.6%	2.2%	5.0%	nt	nt	-0.5%	26.7%	-0.4%	-4.7	86
C=CCOc1cccc(/C=N/NC(=O)CN2CCCCC2)c1	-2.1%	-0.1%	0.9%	3.5%	i	36.4	0.2%	9.6%	-13.2%	-1.3	80
CC(=O)c1cccc(NC(=O)CSc2ccc(-c3sc(C)nc3C)nn2)c1	2.0%	-0.1%	-3.7%	-6.9%	i	9.6	0.0%	-19.8%	-12.8%	2.8	61
O=C(NNC(=O)C1CCN(Cc2cccc(F)c2)CC1)c1cccs1	-1.7%	-0.1%	-3.0%	-6.8%	i	2.2	0.1%	-29.9%[20 µM]	-12.0%	-0.3	47
Cn1c(=O)c2c(nc(Oc3ccccc3N)n2C)n(C)c1=O	4.7%	-0.1%	-1.7%	11.0%	i	58.3	0.1%	-49.5%[20 µM]	-8.8%	1.8	61
O=C1NC(c2ccccc2)=NC1(Nc1ccccn1)C(F)(F)F (stereo unspecified)	5.6%	-0.2%	-1.2%	13.1%	i	61.1	-0.5%	10.7%	4.1%	1.7	65
CC(C)SCc1nc2ccccc2[nH]1	8.9%	-0.1%	-0.9%	-2.1%	i	13.5	nt	-14.8%	8.3%	-1.5	43
COc1ccc(-n2c(=S)[nH]c3cc(C(=O)Nc4ccccc4OC)ccc3c2=O)c(OC)c1	0.1%	0.1%	0.1%	-1.8%	i	23.0	-0.9%	-14.3%	-12.6%	-0.7	31
O=C(N/C(=C/c1ccc(Br)cc1)C(=O)N1CCOCC1)c1cccs1	-1.3%	0.0%	-4.8%	2.5%	i	55.0	-0.8%	9.4%[20 µM]	4.6%	-0.3	56
COc1ccc(S(=O)(=O)N2CCCCCC2)cc1NC(=O)Cc1cc(OC)c(OC)c(OC)c1	3.2%	-0.3%	-9.0%	-1.4%	i	40.6	2.1%	-4.9%	-12.6%	-2.0	55
Cc1ccnc(NC(=O)CCc2c[nH]c3ccccc23)c1	1.7%	0.0%	-1.8%	12.2%	i	24.6	-0.7%	10.0%	-10.3%	-0.4	55
O=C(Cn1nc(-c2ccc3c(c2)OCCO3)ccc1=O)Nc1cccc(NC(=O)c2ccccn2)c1	1.8%	0.0%	1.5%	11.1%	i	7.1	0.1%	-30.5%	0.2%	3.4	56
Cc1ccc(CNC(=O)C2CCC(=O)N(Cc3cccc(C(F)(F)F)c3)C2)o1 (stereo unspecified)	11.1%	0.2%	-6.8%	-5.4%	i	66.1	-0.3%	-6.9%	14.3%	-0.1	48
O=C1/C(=C\c2ccccc2)SC(=S)N1CCC(=O)N1CCCCC1CCO (stereo unspecified)	-0.2%	-0.1%	1.3%	15.2%	i	32.5	?	8.1%	-11.9%	2.5	73
Cc1ccccc1-n1c(SCC(=O)N/N=C/c2sccc2C)nc2ccccc2c1=O	0.7%	0.1%	-15.1%	11.1%	i	0.0	-0.7%	-23.2%	-7.1%	1.5	40
CC(=O)NCCc1nc2cc(NC(=O)Nc3ccccc3)ccc2n1C	-1.2%	-0.3%	-7.3%	1.9%	i	28.8	-1.0%	9.3%	-2.4%	0.9	42
Clc1ccc(Cn2c(/C=C/c3ccco3)nc3ccccc32)cc1	9.1%	0.8%	27.5%	5.7%	i	28.0	-1.3%	1.9%	-15.8%	-1.6	47
Cc1cccnc1NC(=O)CN1C(=O)COc2ccc(Cl)cc21	1.2%	-0.3%	4.7%	0.5%	i	51.9	-0.2%	-15.8%[20 µM]	-2.6%	0.2	64
CN(C)c1ccc(C(=O)OCC(=O)NC2CCCCCC2)cc1	5.7%	0.1%	1.1%	-11.9%	i	32.1	-0.2%	-23.7%	-9.6%	0.9	56
O=C(N1CCN(c2ccccc2F)CC1)C1(S(=O)(=O)c2ccc(Cl)cc2)CC1	-3.5%	0.3%	0.1%	-6.0%	i	22.6	-0.3%	-13.3%	13.5%	2.7	53
Brc1ccc(Oc2nsnc2N2CCOCC2)cc1	-8.0%	-0.1%	12.3%	-4.2%	i	41.8	-0.1%	-6.6%	-13.0%	1.2	76
CCOC(=O)NC(=O)c1cn(Nc2ncc(Cl)cc2C(F)(F)F)c(=O)[nH]c1=O	1.5%	-0.2%	1.8%	2.0%	i	45.1	0.0%	11.9%	11.0%	-0.1	57
CCc1cc2c(C)ccc(C)c2nc1SCC(=O)Nc1cc(C)on1	-3.7%	0.0%	0.4%	9.1%	i	42.8	-0.7%	11.2%	-9.3%	-0.4	52
COc1cccc(CN(C)c2nc(-c3cccs3)nc3ccccc23)c1	-0.9%	-0.2%	6.2%	1.0%	i	50.4	-1.5%	-3.6%	-9.2%	4.8	75
CC(C)C(NS(=O)(=O)c1ccccc1)C(=O)NC1CCCC1 (stereo unspecified)	-2.3%	0.3%	-6.1%	-3.3%	i	12.6	0.1%	-13.7%	6.7%	0.0	88

In the list so far, 2 contain a nitro group on carbon:
SMILES	KOR beta-arrestin-1	GPR55 activation	Salmonella PhoP GFP	GPR55 LPI antagonism	T cell modulator	T cell modulator vesicle-bound %	West Nile antiviral	KOR beta-arrestin-2	GPR35 arrestin U2OS	NTR1 ag	NTR1 ag cell count 20 µM
O=C(NCCNc1ccc([N+](=O)[O-])cc1)c1ccccc1F	1.1%	-0.2%	-0.6%	7.7%	i	67.1	-0.4%	-2.0%	9.1%	0.6	73
CC1=CSC2=NC(=O)/C(=C\c3cccn3-c3ccc([N+](=O)[O-])cc3)C(=N)N12	3.8%	1.0%	-4.7%	-23.1%	i	8.2	-1.3%	-12.3%	-8.4%	8.6	57
